Compound activity as filed in PubChem BioAssay.
KCNH2 3.1 inh = blocks the human KCNH2 3.1 channel isoform; activity change, % (tested at about 1.8 µM); 0.95% of 340,000 active; U2OS KCNH2 3.1, thallium flux FluxOr; active compounds read low; AID 720553;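 active means maximum activity change below -70%; inconclusive means maximum activity change from -70% to -50%; inactive means maximum activity change above -50%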;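 further: thallium influx rate constant from kinetic fluorescence after stimulation buffer; on the % scale 0 is the no-effect control and ±100 the full control effect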
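U2OS cells transduced with KCNH2 3.1 mutant virus (1.77 x 10^8 /mL, 4 h), plated overnight at 37 C, loaded 45 min with FluxOr dye plus Red40 quencher. Thallium flux rate constant from kinetic reads after stimulation buffer, normalised to controls.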
TRPV1 agonist = activates the human vanilloid receptor TRPV1 | Q8NER1 | TRPV1-expressing cells, Fluo-8 calcium influx, agonist mode | activation, % at 8.33 µM | AID 540275 | 0.19% of 320,000 active; in the data active means activation above about 80%; inconclusive means between about 30% and that limit; further: 0% is about no effect
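Fluo-8 calcium influx in TRPV1-expressing cells, kinetic read (ex 480/em 520 nm). Compound added and read 3 min for agonist activity, followed by capsaicin at EC20 final and 2 min further read for enhancement.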
GALK inhibitor = galactokinase (human) inhibition; Purified GALK, Kinase-Glo residual ATP luminescence; Potency, µM (top dose mostly 57.5 µM), without a hit: top-dose activity change, negative = inhibition, hits mostly inhibitors; P51570; AID 1868; 0.007% of 270,000 active; further: potency means the concentration at half of the fitted maximal effect; on the % scale 0 is the no-effect control and ±100 the full control effect
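Luminescence from leftover ATP (Ultra-Glo luciferase/luciferin) served as read-out after a 1 h room-temperature reaction of 5 nM GALK with 35 uM ATP and 100 uM galactose.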
a7 integrin act = activates integrin-mediated alleviation for muscular dystrophy; alpha7betagal myoblasts, beta-gal FDG fluorescence, 48 h; 0.064% of 350,000 active; Potency, µM (top dose mostly 38.3 µM), without a hit: at the highest dose activation, most hits filed as activators;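 further: potency means the concentration at half of the fitted maximal effect; 100% = response of the positive control SU9516; nearly all actives have a fitted effect of over 60% in size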
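Alpha7betagal+/- myoblasts (passage 13) were plated 16-24 hr, then exposed to compounds (1:260 dilution of DMSO stock) for 48 hours at 37C. After MPER lysis, β-galactosidase reporter activity was read as FDG fluorescence (ex 480/em 540) after 30 minutes.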
ASM inhibitor = human S-ASM enzyme inhibition; P17405; placental ASM, HMU-PC fluorogenic substrate, 60 min; Potency, µM (highest dose often 57.5 µM), without a hit: at the top dose activity change, negative = inhibition, usual class: inhibitors; 0.006% of 340,000 active; AID 504937; further: potency means the concentration at half of the fitted maximal effect
Target sequence (P17405 47-631 limits assumed): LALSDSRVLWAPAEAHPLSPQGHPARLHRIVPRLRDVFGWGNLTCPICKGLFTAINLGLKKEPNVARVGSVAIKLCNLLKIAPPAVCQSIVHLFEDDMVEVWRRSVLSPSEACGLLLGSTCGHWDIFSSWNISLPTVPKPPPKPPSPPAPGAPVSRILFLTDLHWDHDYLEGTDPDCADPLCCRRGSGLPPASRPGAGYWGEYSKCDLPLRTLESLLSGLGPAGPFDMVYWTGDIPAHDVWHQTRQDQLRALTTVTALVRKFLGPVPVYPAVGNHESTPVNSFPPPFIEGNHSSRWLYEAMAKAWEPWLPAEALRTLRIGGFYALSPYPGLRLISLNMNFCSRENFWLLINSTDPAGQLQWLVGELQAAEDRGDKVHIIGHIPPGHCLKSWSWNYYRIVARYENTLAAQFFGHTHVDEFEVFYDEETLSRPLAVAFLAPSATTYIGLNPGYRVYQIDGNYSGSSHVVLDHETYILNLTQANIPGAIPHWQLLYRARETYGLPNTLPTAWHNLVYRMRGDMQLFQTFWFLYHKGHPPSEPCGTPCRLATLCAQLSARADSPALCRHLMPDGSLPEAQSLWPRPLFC
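HMU-PC0 cleavage (9 uM final) by human placental ASM, 60 min at 37 °C following 10 min compound exposure at RT; stopped at pH 10, fluorescence Ex 386/Em 447 nm.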
MBNL1 CUG block = blocks human MBNL1 binding to CUG repeat RNA; Potency, µM (highest dose often 57.5 µM), without a hit: top-dose activity change, negative = inhibition, hits mostly inhibitors; TR-FRET MBNL1-His/biotin-(CUG)12 binding, 665/545 ratio; Q9NR56; 0.036% of 280,000 active; active means well fitted inhibition curve with a large enough effect in the signal ratio, with a control signal flat, not every such curve was filed as active; inconclusive means small, poorly fitted or top-dose-only effect, or effect the other way, or a change in a side signal; inactive means no such curve, though single readings can be large or run the other way; the % refers to the signal ratio; further: potency means the concentration at half of the fitted maximal effect; on the % scale 0 is the no-effect control and ±100 the full control effect
Target sequence (Q9NR56 whole entry, looked up): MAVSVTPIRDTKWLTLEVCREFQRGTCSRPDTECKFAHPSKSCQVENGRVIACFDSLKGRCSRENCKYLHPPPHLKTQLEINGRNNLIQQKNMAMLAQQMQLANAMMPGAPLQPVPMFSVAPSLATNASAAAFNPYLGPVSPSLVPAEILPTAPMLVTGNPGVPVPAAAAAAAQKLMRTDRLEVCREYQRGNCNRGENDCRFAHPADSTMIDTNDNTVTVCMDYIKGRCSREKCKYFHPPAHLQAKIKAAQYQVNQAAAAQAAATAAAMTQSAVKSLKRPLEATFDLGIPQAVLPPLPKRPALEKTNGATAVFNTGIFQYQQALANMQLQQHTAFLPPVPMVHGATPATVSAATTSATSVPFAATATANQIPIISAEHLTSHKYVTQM
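MBNL1-His + Biotin-(CUG)12, cpd titration 92 nM–58 uM; Tb anti-His Ab 0.055 ng/ul, SA-XL665 5 nM (final); 60 min RT; ratiometric 665/545 nm, Ex 340 nm; normalized to buffer and full-complex controls.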
A-T KAP1 phos = potential ataxia-telangiectasia treatments restoring KAP-1 phosphorylation. […] A-T fibroblasts, KAP-1 phosphorylation AlphaLISA; neocarzinostatin DNA damage 30 min before lysis. Potency, µM (top dose mostly 57.5 µM), for inactives: at the highest dose activation, actives largely listed as activators. 0.19% of 320,000 active. AID 485349; further: potency means the concentration at half of the fitted maximal effect; % of control where 0% means no effect; nearly all actives have a fitted effect of over 45% in size
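ATM-like activity read as KAP-1 phosphorylation via AlphaLISA donor/acceptor antibody pairs after lysis and 6 hr at 25C. Cells were ATM-null patient fibroblasts ([…], hTERT), dosed 60 min, then exposed to the DSB inducer NCS for 30 min.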
FBPA coupling cs = coupling enzyme interference in Giardia aldolase counter-screen | coupling enzyme system counterscreen, AmpLite Red fluorescence | 0.67% of 290,000 active | activity change, negative = inhibition, % at 58.2 µM, hits read low | AID 2472; in the data active means activity change below about -30%; further: on the % scale 0 is the no-effect control and ±100 the full control effect
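Counterscreen of the coupled detection system alone, without aldolase: glyceraldehyde-3-phosphate coupling enzymes plus AmpLite Red readout. Compounds at 57.5 uM final, 10 min RT preincubation, 20 min RT reaction, fluorescence 525/598 nm.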
hERG WT inh = inhibitors of human wildtype KCNH2 potassium channel; AID 720551; activity change, % at 1.84 µM; Q12809; U2OS, BacMam KCNH2, thallium flux FluxOr; active compounds read low; 0.37% of 340,000 active;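 active means maximum activity change below -70%; inconclusive means maximum activity change between -70% and -50%; inactive means maximum activity change above -50%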; further: on the % scale 0 is the no-effect control and ±100 the full control effect
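U2OS cells transduced with wild-type KCNH2 virus are loaded with FluxOr dye for 45 min, and thallium flux is measured in kinetic reads before and after stimulation buffer. Rate constants are normalized to DMSO controls.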
MLL CXXC-DNA inh = inhibitors of human MLL CXXC domain-DNA interaction; Q03164; Potency, µM (doses to about 115 µM), inactives show top-dose activity change, negative = inhibition, most hits filed as inhibitors; MLL-CXXC / FITC-HOXA9 DNA fluorescence polarization; AID 2662; 0.037% of 290,000 active; active means well fitted inhibition curve with a large enough effect in the polarisation, with a control signal flat, not every such curve was filed as active; inconclusive means small, poorly fitted or top-dose-only effect, or effect the other way, or a change in a side signal; inactive means no such curve, though single readings can be large or run the other way; the % refers to the polarisation; further: potency means the concentration at half of the fitted maximal effect
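Steps: dispense CXXC domain solution (7 uM) → pin compounds or unlabeled HOX-A9 DNA control → 5 min ambient → add FLSN-HOX-A9 solution (50 nM) → spin → 30 min ambient → fluorescence polarization. Tris pH 7.5/NaCl/DTT/BSA buffer.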
An asterisk follows results filed as active; ? = inconclusive; . = not tested or not shown; & = joins results of further samples; [ ] = remark or other dose. Unless noted, the call rests on the fitted dose curve; in most records, active means well fitted curve in the direction sought with a large enough effect; inconclusive means small, poorly fitted or top-dose-only effect, or another doubt; inactive means no such curve, though single readings can be large; an effect the other way counts as inactive or inconclusive. Some of the compounds tested; count on the stated rates, not on these rows.

cpd | Structure | KCNH2 3.1 inh | TRPV1 agonist | GALK inhibitor | a7 integrin act | ASM inhibitor
1 | O=C(O)C12C3CCCC1C32c1ccccc1 (centres undefined) | 3 | 1 | 3% | 0% | 3%
2 | C=CCN1C(=O)C2(C(C(=O)OCC)=C(N)Oc3ccccc32)c2c1c1ccccc1oc2=O (centres undefined) | -109* | 11 | -3% | -9% | -2%
3 | CC(C)N1CCN(Cc2cccc3c2OCO3)CC1CCO (centres undefined) | 10 | 0 | 1% | -18% | 0%
4 | CCC(=O)c1cc(F)c(N2CCN(CC)CC2)cc1C | -12 | 5 | 4% | -18% | 5%
5 | COc1cccc(CN2CCNCC2)c1OC | -11 | 0 | 8% | 0% | 2%
6 | COc1ccc(NC(=O)N2CCC3(CC2)OCCO3)cc1OC | -2 | 2 | . | -2% | 2%
7 | C/C(=N\N1CCN(C)CC1)c1c(O)[nH]c(=O)[nH]c1=O | 13 | 3 | -2% | 5% | 3%
8 | OC12Oc3ccccc3C=C1N1CCC2CC1 (centres undefined) | -7 | 0 | 5% | 18% | 4%

cpd | MBNL1 CUG block | A-T KAP1 phos | FBPA coupling cs | hERG WT inh | MLL CXXC-DNA inh
1 | 7% | 16% | -1 | 2 | 3%
2 | 10% | -5% | -7 | -3 | -3%
3 | -4% | 0% | 1 | 0 | 1%
4 | 5% | . | 2 | -3 | 6%
5 | -6% | 3% | 3 | -1 | -2%
6 | -15% | -3% | -2 | -4 | 2%
7 | . | -5% | -2 | -11 | -1%
8 | 23% | -25% | 1 | 3 | 1%

cpd | Structure | KCNH2 3.1 inh | TRPV1 agonist | GALK inhibitor | a7 integrin act | ASM inhibitor
9 | O=C(Cn1nc(-c2ccccc2)ccc1=O)N1CCC2(CC1)OCCO2 | 2 | -9 | -1% | -5% | 2%
10 | CN(N)N=Nc1nc2c([nH]1)c(=O)n(C)c(=O)n2C | -25 | 1 | 0% | -18% | 0%
11 | CS(=O)(=O)Nc1ccc(Cc2noc(-c3ccc4[nH]cc(CCN)c4c3)n2)cc1 | . | 2 | -2% | . | .
12 | O=c1[nH]c(=O)n(CCC2=CCCCC2)c(O)c1/C=N/N1CCOCC1 | -6 | 3 | 5% | 7% | 0%
13 | COc1ccc(C(=O)C23CN4CN(CN(C4)C2)C3)cc1 | -5 | 2 | 1% | 2% | 1%
14 | COC(=O)[C@@H]1[C@@H](C(=O)OC)C2(c3ccccc3-c3ccccc32)N(c2ccc(Cl)cc2)N1C#N | -14 | 6 | -2% | -56%[inhibitor] | 4%
15 | O=c1c2ccccc2nc(/C=C/c2cccnc2)n1Cc1ccccc1 | -6 | 17 | -18% | -57%[inhibitor] | -4%
16 | CCn1c(=O)cc(SCC(=O)N2CCC3(CC2)OCCO3)c2ccccc21 | -1 | -1 | -1% | 13% | -2%

cpd | MBNL1 CUG block | A-T KAP1 phos | FBPA coupling cs | hERG WT inh | MLL CXXC-DNA inh
9 | ? | 7% | 2 | -10 | 11%
10 | . | 2% | -1 | 1 | -2%
11 | -4% | . | 0&0 | . | 38%[activator]
12 | -7% | -8% | -1 | -30 | -15%
13 | 0% | 2% | 0 | -12 | -2%
14 | ? | 23% | -5 | 1 | 16%
15 | ? | 3% | 0 | 7 | ?
16 | 3% | 0% | -2 | -2 | -5%

cpd | Structure | KCNH2 3.1 inh | TRPV1 agonist | GALK inhibitor | a7 integrin act | ASM inhibitor
17 | Cc1ccc(C2=NCC(=O)Nc3ccc(Br)cc32)cc1 | 0 | 2 | -1% | -2% | -5%
18 | CNc1cc(Cl)c2nonc2c1[N+](=O)[O-] | 12 | -1 | 1% | -67%[inhibitor] | -1%
19 | O=C(O)COc1ccccc1 | -7 | -7 | . | . | 2%
20 | COc1ccc2[nH]cc(C(=O)CN(C)C)c2c1 | -8 | . | . | 1% | 1%
21 | COC(=O)C1=C(c2cc3ccccc3s2)C[C@@H]2CC[C@H]1N2C(=O)NCCS(C)=O (some centres undefined) | 13 | . | . | 0% | -1%
22 | O=C(N/N=C/c1c(O)n(CCc2ccc(F)cc2)c(=O)[nH]c1=O)c1ccccc1 | 5 | 24 | 0% | 2% | 17%
23 | CC1(C)CC2(CCO1)NCCN1C(=O)CSC12 (centres undefined) | -15 | 0 | 1% | 22% | 3%
24 | CC(C)c1ccc(N=Nc2c(O)[nH]c(=O)[nH]c2=O)cc1 | -16 | 11 | 6% | ? | -4%

cpd | MBNL1 CUG block | A-T KAP1 phos | FBPA coupling cs | hERG WT inh | MLL CXXC-DNA inh
17 | -7% | -8% | -18 | -1 | -9%
18 | ? | -27% | -12 | -10 | 4%
19 | . | -12% | . | 5 | -15%
20 | . | . | . | -4 | .
21 | . | . | . | 1 | .
22 | 8% | -1% | 4 | -5 | 10%
23 | 5% | 1% | 5 | 3 | 0%
24 | ? | 8% | -1 | 1 | 14%

cpd | Structure | KCNH2 3.1 inh | TRPV1 agonist | GALK inhibitor | a7 integrin act | ASM inhibitor
25 | Cc1ccc2c(c1)CC1(CN2C)C(=O)NC(=O)N(c2cc(C)ccc2C)C1=O (centres undefined) | 7 | 0 | 2% | -21% | -1%
26 | Cn1c(SCC(=O)NCc2ccc(F)cc2)nc2ccccc21 | 10 | 0 | -1% | 5% | -2%
27 | COc1ccc2c(c1)c(C(=O)O)c(C)n2C(C)C | . | -3 | 1% | -34% | -1%
28 | CC12CCC(=O)C=C1CCC1C2CCC2(C)C(O)(C(=O)CO)CCC12O (centres undefined) | 1 | . | . | 12% | -1%
29 | O=C(Nc1ccc(C(F)(F)F)cc1)OC1CN2CCC1CC2 (centres undefined) | 8 | 4 | 0% | -59%[inhibitor] | -3%
30 | OCCN1C2CCC1CC(O)(c1ccc(F)cc1)C2 (centres undefined) | 4 | 7 | 2% | 22% | 3%
31 | O=c1cc(C(F)(F)F)c2cc3c4c(c2o1)CCCN4CCC3 | -109* | ? | 2% | -64%[inhibitor] | 87%[activator]
32 | O=C1Nc2ccc(Br)cc2C(c2ccc(Cl)cc2)=NC1O (centres undefined) | -3 | 1 | -3% | ? | -4%

cpd | MBNL1 CUG block | A-T KAP1 phos | FBPA coupling cs | hERG WT inh | MLL CXXC-DNA inh
25 | 0% | -1% | 0 | 32 | -20%
26 | -3% | 1% | 1 | 3 | -2%
27 | 6% | 0% | 3 | 0 | -4%
28 | . | . | . | 0 | .
29 | -12% | -1% | 4 | 23 | 3%
30 | -16% | . | 1 | 5 | -1%
31 | 24% | . | -2 | -72* | ?
32 | -5% | -7% | -34* | 11 | 2%

Next part; it opens with the 3 that closed the last part.
cpd | Structure | KCNH2 3.1 inh | TRPV1 agonist | GALK inhibitor | a7 integrin act | ASM inhibitor
30 | OCCN1C2CCC1CC(O)(c1ccc(F)cc1)C2 (centres undefined) | 4 | 7 | 2% | 22% | 3%
31 | O=c1cc(C(F)(F)F)c2cc3c4c(c2o1)CCCN4CCC3 | -109* | ? | 2% | -64%[inhibitor] | 87%[activator]
32 | O=C1Nc2ccc(Br)cc2C(c2ccc(Cl)cc2)=NC1O (centres undefined) | -3 | 1 | -3% | ? | -4%
33 | COC(=O)C1=C(c2cccc(C#N)c2)C[C@@H]2CC[C@H]1N2C(=O)NCCc1ccccc1 | 2 | -4 | . | 10% | 3%
34 | COc1ccc(-n2c(O)c(C(C)=NCCCn3ccnc3)c(=O)[nH]c2=O)cc1 | -8 | -1 | . | 39% | 3%
35 | C=CCn1c(O)c(C=NCCN(C)C)c(=O)[nH]c1=O | 2 | 0 | -1% | -8% | 1%
36 | CC(C)N1C(=S)SC(C)(C)C1n1oc(=O)n(-c2ccc(Cl)c(Cl)c2)c1=O (centres undefined) | -7 | -4 | -3% | 15% | -2%
37 | Cc1cc(/C=C2/C(=O)NC(=O)N(c3ccc(Br)cc3)C2=O)c(C)n1C | 14 | . | -7% | -12% | -1%
38 | O=[N+]([O-])c1ccc(CN2CC=C(c3ccccc3)CC2)cc1 | -15 | 2 | -2% | -6% | 1%
39 | COC(=O)C1=C(c2ccc(OCc3ccccc3)cc2)C[C@@H]2CC[C@H]1N2C(=O)NCCN1CCOCC1 | 1 | . | . | 6% | 3%
40 | COC(=O)C1=C(c2ccc3ccccc3c2)C[C@@H]2CC[C@H]1N2C(=O)NCCCOC(C)C | 11 | -4 | . | 8% | -3%

cpd | MBNL1 CUG block | A-T KAP1 phos | FBPA coupling cs | hERG WT inh | MLL CXXC-DNA inh
30 | -16% | . | 1 | 5 | -1%
31 | 24% | . | -2 | -72* | ?
32 | -5% | -7% | -34* | 11 | 2%
33 | . | 10% | . | -11 | .
34 | -6% | -3% | -2 | 10 | 1%
35 | 9% | -1% | -1 | 0 | 13%
36 | ? | 7% | 9 | -4 | 7%
37 | . | -6% | 2 | -1 | 14%
38 | 30% | 0% | 0 | 26 | -9%
39 | . | 1% | . | -6 | .
40 | . | 14% | . | -21 | .
